M. tuberculosis HTS – M. tuberculosis growth inhibition, HTS (AID 449762); inhibition, % at 25 µM, or IC50 in µM where a hit was titrated; M. tuberculosis H37Rv growth inhibition, 7H9 media; higher % means a stronger effect; 330,000 compounds, 0.59% hits; in the data active = a potency from the dose series; inconclusive = inhibition above about 70% without an active follow-up result;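 note: bacterial growth assessed after seven days of incubation; strong numbers were not always called active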
tuberculosis growth – growth inhibition of non-replicating M. tuberculosis (AID 488890) | inhibition, % at 25 µM; hits with a dose series show IC50 in µM | Mycobacterium tuberculosis non-replicating, growth inhibition; higher % means a stronger effect | 320,000 compounds, 0.39% hits; in the data active = a potency from the dose series; inconclusive = inhibition mostly from about 82% at the one dose, without a potency; inactive = the rest, 99 in 100 with inhibition below about 76%;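 note: plate controls were DMSO cells for no effect and high antibiotic wells for full effect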
PhoP GFP inhibition – PhoP regulon inhibitors, Salmonella typhi PhoP promoter GFP reporter, confirmatory (AID 1850) | Salmonella Typhi PhoP-promoter GFP reporter, fluorescence, 4 h; higher % means a stronger effect | 310,000 compounds, 0.33% hits | inhibition, % at 50 µM; hits with a dose series show IC50 in µM; in the data active = a potency from the dose series; inconclusive = inhibition mostly from about 25% at the one dose, without a potency; inactive = the rest, 99 in 100 with inhibition below about 19%;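 note: 0% = induced wells with vehicle and 100% = uninduced wells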
inhibitors of VEEV – inhibitors of VEEV TC-83 cytopathic effect, confirmation, Vero cells (AID 588727). Vero cells, VEEV TC-83 cytopathic effect inhibition; higher % means a stronger effect. one-dose inhibition, % at 20 µM; IC50 in µM for titrated hits. 350,000 compounds, 0.13% hits; in the data active = a potency from the dose series; inconclusive = inhibition mostly from about 14% at the one dose, without a potency; inactive = the rest, 99 in 100 with inhibition below about 12%; note: strong numbers were not always called active
influenza NS1A – H1N1 influenza NS1A inhibitors, functional cell based assay (AID 504329). NS1A functional cell-based assay, percent inhibition; higher % means a stronger effect. one-dose inhibition, % at 12.5 µM; IC50 in µM for titrated hits. 340,000 compounds, 0.3% hits; in the data active = a potency from the dose series; inconclusive = inhibition above about 27% without an active follow-up result; note: strong numbers were not always called active
Numbers without * were called inactive. Hits appear at their usual frequency; 1.4% or so of the library scored in one or more.

`CC(O)C(NS(=O)(=O)c1ccc2ccccc2c1)C(=O)OCC(=O)Nc1ccccc1OC(F)F` (stereo not given) gave inhibitors of VEEV 8.4% and influenza NS1A -9%.
For COC(=O)c1cc(C(=O)c2ccccc2)n2c(=O)/c(=C\N(C)C)sc12 the results were M. tuberculosis HTS -3%, tuberculosis growth 2% and PhoP GFP inhibition 0%.
Screening CCOC(=O)N1CCN(Cc2nc3cc(NC(=O)CC(C)C)ccc3n2C)CC1 returned M. tuberculosis HTS 9%, tuberculosis growth 12%, PhoP GFP inhibition -12%, inhibitors of VEEV 1.4% and influenza NS1A -2%.
Cc1[nH]nc(SCC(=O)NCc2ccccc2)c1[N+](=O)[O-] was read as M. tuberculosis HTS 93%, tuberculosis growth 3%, PhoP GFP inhibition -3%, inhibitors of VEEV 1.0% and influenza NS1A -3%.
For CC1=N/C(=C\c2ccc([N+](=O)[O-])cc2)C(=O)N1c1ccc(F)cc1F the results were M. tuberculosis HTS 14%, tuberculosis growth 19%, PhoP GFP inhibition -3%, inhibitors of VEEV 0.7% and influenza NS1A -9%.
`COCCSc1ccccc1C(=O)Nc1ccc(Cl)cc1` gave M. tuberculosis HTS 17%, tuberculosis growth 26%, PhoP GFP inhibition -6%, inhibitors of VEEV 1.8% and influenza NS1A -15%.
Screening CC1CCCC2(C1)NC(=S)c1c(sc3c1CCCC3)N2 (stereo not given) returned M. tuberculosis HTS -2%, tuberculosis growth inconclusive, PhoP GFP inhibition -17%, inhibitors of VEEV 6.4% and influenza NS1A -9%.
Screening Cn1c(SCC(=O)N2CCCC2=O)nc2ccccc2c1=O returned M. tuberculosis HTS -7%, tuberculosis growth -10%, inhibitors of VEEV 1.2% and influenza NS1A -7%.
`O=C(Nc1ccccc1[N+](=O)[O-])C1(c2ccccc2)CCOCC1` gave M. tuberculosis HTS -4%, tuberculosis growth 24%, PhoP GFP inhibition -3%, inhibitors of VEEV inactive and influenza NS1A 12%.
Screening Cc1ccc(Cn2c(C)nc3c(c2=O)c2nc4ccccc4nc2n3Cc2ccco2)cc1 returned M. tuberculosis HTS 70%, tuberculosis growth 74%, PhoP GFP inhibition -10%, inhibitors of VEEV 2.0% and influenza NS1A 3%.
`O=C(COC(=O)c1ccccn1)c1ccc([N+](=O)[O-])cc1` gave M. tuberculosis HTS -4%, tuberculosis growth 3%, PhoP GFP inhibition -2%, inhibitors of VEEV 0.8% and influenza NS1A 14%.
`Cc1cc(Cl)c2oc(C(=O)N(C)Cc3cc(C)[nH]n3)c(C)c2c1` gave M. tuberculosis HTS 1%, tuberculosis growth 23%, PhoP GFP inhibition -14%, inhibitors of VEEV 6.0% and influenza NS1A -3%.
NC(=O)CCC(NS(=O)(=O)c1ccc(Cl)cc1)C(=O)NCc1ccccc1 (stereo not given) was read as M. tuberculosis HTS 3%, tuberculosis growth -4% and PhoP GFP inhibition -10%.
CCOCc1[nH]c(=S)[nH]c(=O)c1Cc1ccc(OCC(C)C)cc1 was read as M. tuberculosis HTS -1%, tuberculosis growth -15%, PhoP GFP inhibition 0% and inhibitors of VEEV 4.8%.
`O/N=C(\c1ccccc1)C(O)c1ccccc1` (stereo not given) gave M. tuberculosis HTS 1%, tuberculosis growth 0%, PhoP GFP inhibition -1%, inhibitors of VEEV 0.5% and influenza NS1A 3%.
Screening O=C(c1cccc(Cl)c1)N1CCN(C(=O)c2ccco2)CC1 returned M. tuberculosis HTS -8%, tuberculosis growth -2%, PhoP GFP inhibition 8%, inhibitors of VEEV 1.1% and influenza NS1A -4%.
Screening Cc1c(NC(=O)/C=C/c2cn(-c3ccccc3)nc2-c2ccccc2)c(=O)n(-c2ccccc2)n1C returned M. tuberculosis HTS 6%, tuberculosis growth 39%, PhoP GFP inhibition -16%, inhibitors of VEEV 5.4% and influenza NS1A 7%.
`Cc1ccccc1-c1nc(CN2CCCC(C(=O)NCCCN3CCOCC3)C2)c(C)o1` (stereo not given) gave M. tuberculosis HTS -5%, tuberculosis growth 9%, PhoP GFP inhibition 5%, inhibitors of VEEV inactive and influenza NS1A -3%.
CCOC(=O)C1=C(c2ccc(OC)cc2)OC(N)=C(C#N)C1c1cccnc1 (stereo not given) was read as M. tuberculosis HTS 5%, tuberculosis growth 7%, PhoP GFP inhibition -14% and inhibitors of VEEV 13%.
Screening Cc1ccc(CNC(=O)C2CCCN(S(=O)(=O)c3c(C)noc3/C=C/N(C)C)C2)cc1 (stereo not given) returned M. tuberculosis HTS 6%, tuberculosis growth 28%, PhoP GFP inhibition 22%, inhibitors of VEEV 0.8% and influenza NS1A 12%.
For O=C1c2ccccc2C(=O)N1Cc1cnc(N2CCN(c3ccccc3)CC2)s1 the results were M. tuberculosis HTS 10%, tuberculosis growth 8%, PhoP GFP inhibition 12%, inhibitors of VEEV 1.3% and influenza NS1A -4%.
Screening CC(C)=CCC12CN3CCN(CC(C3)C1=O)C2 returned M. tuberculosis HTS -10%, tuberculosis growth -9%, PhoP GFP inhibition -4%, inhibitors of VEEV 0.5% and influenza NS1A 6%.
CCOc1ccccc1CNCCNC(=O)c1nonc1N was read as M. tuberculosis HTS -4%, tuberculosis growth -3%, PhoP GFP inhibition 5%, inhibitors of VEEV inactive and influenza NS1A -34%.
Screening CCC1=CCN(CCc2c(C)[nH]c3ccccc23)CC1 returned M. tuberculosis HTS -5%, tuberculosis growth 30%, PhoP GFP inhibition 9%, inhibitors of VEEV 2.5% and influenza NS1A 4%.
For COCCn1c(=O)c2cc3c(=O)n(CCOC)c(=O)c3cc2c1=O the results were M. tuberculosis HTS -12%, tuberculosis growth -12%, PhoP GFP inhibition -12%, inhibitors of VEEV 1.7% and influenza NS1A -1%.
For O=C(O)Cc1c[nH]c2ccccc12 the results were M. tuberculosis HTS -13%, tuberculosis growth -16%, PhoP GFP inhibition 11%, inhibitors of VEEV 0.9% and influenza NS1A 0%.
Screening Cc1ccccc1NC(=O)c1cc(=O)c2ccccc2o1 returned M. tuberculosis HTS 0%, tuberculosis growth -1%, PhoP GFP inhibition 1%, inhibitors of VEEV 7.1% and influenza NS1A 3%.
Screening S=C(NCc1ccco1)NCC1CCCO1 (stereo not given) returned M. tuberculosis HTS -3%, tuberculosis growth 5%, PhoP GFP inhibition -9%, inhibitors of VEEV 0.2% and influenza NS1A 2%.
O=C(Nc1cccnc1)c1cnn2c(C(F)F)cc(C3CC3)nc12 was read as M. tuberculosis HTS -1%, tuberculosis growth 6%, PhoP GFP inhibition -3%, inhibitors of VEEV 1.6% and influenza NS1A -3%.
Screening COc1cc(NC(=O)C2=C(N3CCOCC3)/C(=C\c3ccc(N(C)C)cc3)CCC2)cc(OC)c1OC returned M. tuberculosis HTS inconclusive, tuberculosis growth 15%, PhoP GFP inhibition -6%, inhibitors of VEEV 0.3% and influenza NS1A 1%.
`COCCNC(=O)CN(C(=O)c1ccc(N2CCCC2)nc1)c1ccccc1` gave M. tuberculosis HTS 0%, tuberculosis growth -4%, PhoP GFP inhibition -1%, inhibitors of VEEV 0.2% and influenza NS1A -7%.
For CCCCC(CC)COC(=O)C(C#N)=C(c1ccccc1)c1ccccc1 (stereo not given) the results were M. tuberculosis HTS -3%, tuberculosis growth 20%, inhibitors of VEEV inactive and influenza NS1A -19%.
Screening CCOC(=O)c1cnc2cc(C)nn2c1C returned M. tuberculosis HTS -4%, tuberculosis growth -3%, PhoP GFP inhibition -20%, inhibitors of VEEV inactive and influenza NS1A 19%.
For C#CCOCCOCCOCCNc1nc(N2CCN(C(=O)CCCCCCCCCCNC(=O)[C@@H](CCSC)n3cc(CCO)nn3)CC2)nc(N2CCN(C(=O)CCCCCCCCCCNC(=O)[C@H](CO)n3cc(CCCCCN)nn3)CC2)n1 the results were M. tuberculosis HTS 31%, tuberculosis growth 28%, PhoP GFP inhibition 14%, inhibitors of VEEV 2.4% and influenza NS1A 1%.
Screening CCOc1ccccc1C1CC(=O)Nc2cc3c(cc21)OCO3 (stereo not given) returned M. tuberculosis HTS -4%, tuberculosis growth -2%, PhoP GFP inhibition 5%, inhibitors of VEEV 0.5% and influenza NS1A 5%.
`CCC1CCCCN1S(=O)(=O)c1ccccc1` (stereo not given) gave M. tuberculosis HTS 8%, tuberculosis growth 31%, PhoP GFP inhibition 6%, inhibitors of VEEV 0.3% and influenza NS1A -6%.
For C=C(CCO)C1=CCN(S(=O)(=O)C(C)(C)C)[C@@H]1CCO the results were inhibitors of VEEV inactive and influenza NS1A -20%.
COc1ccc(/C=C(/NC(=O)c2ccco2)C(=O)N2CCOCC2)cc1 was read as M. tuberculosis HTS 2%, tuberculosis growth -10%, PhoP GFP inhibition -5%, inhibitors of VEEV 1.0% and influenza NS1A 9%.
For CCN1CCN(P2(=O)C=C(c3ccccc3)OC(c3ccccc3)=C2)CC1 the results were M. tuberculosis HTS -2%, tuberculosis growth 12%, PhoP GFP inhibition 1%, inhibitors of VEEV inactive and influenza NS1A 7%.
Cc1onc(-c2c(Cl)cccc2Cl)c1NC(=O)NNc1ccccn1 was read as M. tuberculosis HTS 2%, tuberculosis growth 1%, PhoP GFP inhibition 3%, inhibitors of VEEV 0.6% and influenza NS1A 2%.
For COc1ccc(C(=O)CC(=O)c2ccc(C)cc2)c(O)c1 the results were M. tuberculosis HTS inconclusive, tuberculosis growth 68%, PhoP GFP inhibition -6%, inhibitors of VEEV 3.0% and influenza NS1A 2%.
For CCOC(=O)[C@H]1[C@H]2COc3ccccc3[C@@H]2N2C(=O)c3cc(C)ccc3NC(=O)[C@@]12C the results were M. tuberculosis HTS 3%, tuberculosis growth 24%, PhoP GFP inhibition -4%, inhibitors of VEEV 3.1% and influenza NS1A -8%.
For Cc1nc(NC(=O)CN2CC(C)OC(C)C2)sc1C(=O)N(C)C (stereo not given) the results were M. tuberculosis HTS 0%, tuberculosis growth -14%, PhoP GFP inhibition 3%, inhibitors of VEEV 0.5% and influenza NS1A -2%.
For O=C1NC(=O)C(CC(=O)N(Cc2ccco2)C2(C(=O)NC3CCCCC3)CCCCC2)N1 (stereo not given) the results were M. tuberculosis HTS -1%, tuberculosis growth 5%, PhoP GFP inhibition -10%, inhibitors of VEEV 0.9% and influenza NS1A 1%.
`COc1ccc2cnn(CCOc3ccccc3)c(=O)c2c1OC` gave M. tuberculosis HTS -1%, tuberculosis growth 0%, PhoP GFP inhibition 8%, inhibitors of VEEV 2.8% and influenza NS1A -8%.
COC(=O)C1C(=O)C(C(=O)c2ccccc2)C(=O)CC1(C)C (stereo not given) was read as M. tuberculosis HTS 2%, tuberculosis growth 2%, PhoP GFP inhibition -4%, inhibitors of VEEV 0.7% and influenza NS1A 1%.
Screening COCCn1nnnc1C(C(C)C)N1CCN(C(=O)c2ccco2)CC1 (stereo not given) returned M. tuberculosis HTS -5%, tuberculosis growth -5%, PhoP GFP inhibition -4%, inhibitors of VEEV inactive and influenza NS1A -93%.
For O=C(NNC(=O)C1CC1)c1ccc(-c2ccccc2)cc1 the results were M. tuberculosis HTS -4%, tuberculosis growth 15%, PhoP GFP inhibition 16%, inhibitors of VEEV 0.2% and influenza NS1A -2%.
Cc1onc(-c2ccccc2)c1C(=O)OCC(=O)Nc1ccc(Cl)cc1 was read as M. tuberculosis HTS -3%, tuberculosis growth 21%, inhibitors of VEEV 2.5% and influenza NS1A -5%.

Among those listed so far, 6 have a Cl atom:
`COCCSc1ccccc1C(=O)Nc1ccc(Cl)cc1` gave M. tuberculosis HTS 17%, tuberculosis growth 26%, PhoP GFP inhibition -6%, inhibitors of VEEV 1.8% and influenza NS1A -15%.
`Cc1cc(Cl)c2oc(C(=O)N(C)Cc3cc(C)[nH]n3)c(C)c2c1` gave M. tuberculosis HTS 1%, tuberculosis growth 23%, PhoP GFP inhibition -14%, inhibitors of VEEV 6.0% and influenza NS1A -3%.
NC(=O)CCC(NS(=O)(=O)c1ccc(Cl)cc1)C(=O)NCc1ccccc1 (stereo not given) was read as M. tuberculosis HTS 3%, tuberculosis growth -4% and PhoP GFP inhibition -10%.
Screening O=C(c1cccc(Cl)c1)N1CCN(C(=O)c2ccco2)CC1 returned M. tuberculosis HTS -8%, tuberculosis growth -2%, PhoP GFP inhibition 8%, inhibitors of VEEV 1.1% and influenza NS1A -4%.
Cc1onc(-c2c(Cl)cccc2Cl)c1NC(=O)NNc1ccccn1 was read as M. tuberculosis HTS 2%, tuberculosis growth 1%, PhoP GFP inhibition 3%, inhibitors of VEEV 0.6% and influenza NS1A 2%.
Cc1onc(-c2ccccc2)c1C(=O)OCC(=O)Nc1ccc(Cl)cc1 was read as M. tuberculosis HTS -3%, tuberculosis growth 21%, inhibitors of VEEV 2.5% and influenza NS1A -5%.
